# Assay outcomes as filed in PubChem BioAssay.
# FXIIa inh = inhibitors of human coagulation factor XIIa; AID 701; inhibition, % at 10 µM; purified human FXIIa, AMC substrate fluorescence, 2 h; P00748; actives 0.2% (n = 33,000); in the data active = inhibition above about 30%;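 also: 0% = enzyme with vehicle only and 100% = no enzyme blank; many of its hits are not listed in these tables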
# Target sequence (P00748 20-372 limits assumed): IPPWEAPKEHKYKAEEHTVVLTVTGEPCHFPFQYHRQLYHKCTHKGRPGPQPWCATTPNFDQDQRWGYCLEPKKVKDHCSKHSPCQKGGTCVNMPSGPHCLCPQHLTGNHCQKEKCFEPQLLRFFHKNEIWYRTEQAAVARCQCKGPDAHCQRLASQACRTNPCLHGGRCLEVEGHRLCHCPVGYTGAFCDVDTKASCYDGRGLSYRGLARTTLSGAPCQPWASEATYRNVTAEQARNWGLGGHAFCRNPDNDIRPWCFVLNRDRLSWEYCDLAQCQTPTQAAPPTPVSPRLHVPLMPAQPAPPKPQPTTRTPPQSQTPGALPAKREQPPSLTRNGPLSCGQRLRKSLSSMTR
# Target sequence (P00748 373-615 limits assumed): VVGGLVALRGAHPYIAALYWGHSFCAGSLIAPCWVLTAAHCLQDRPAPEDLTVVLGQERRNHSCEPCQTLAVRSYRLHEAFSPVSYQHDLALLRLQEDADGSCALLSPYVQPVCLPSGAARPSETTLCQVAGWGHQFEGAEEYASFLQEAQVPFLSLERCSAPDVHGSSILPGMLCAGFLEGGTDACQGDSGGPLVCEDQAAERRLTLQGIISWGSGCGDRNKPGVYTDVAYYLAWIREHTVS
# FXIa inh = blocks human coagulation factor XIa activity; purified human FXIa, fluorogenic AMC substrate cleavage; P03951; actives 0.3% (n = 33,000); inhibition, % at 10 µM; AID 687;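 active = inhibition above 40% in the primary screen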;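 also: 0% = enzyme without compound and 100% = blank wells lacking enzyme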
# An asterisk follows results filed as active. A portion of the library; the hit share may differ from the screen's.
SMILES,FXIIa inh,FXIa inh
CCc1c(C)sc(NC(=O)c2ccco2)c1C(=O)N1CCCCC1,-13.6,-1.8
CN(C)S(=O)(=O)c1ccc(C(=O)Oc2ccccc2)cc1,5.7,-4.1
CN1CCN(C(=O)c2ccccc2NC(=O)Cc2ccccc2)CC1,4.5,2.3
COc1ccc(-c2cc(-c3ccccc3)c(C#N)c(S(C)=O)n2)cc1 (configuration not stated),-23.5,-6.1
O=C(O)C1(NS(=O)(=O)c2ccc(F)c(Cl)c2)CCCCC1,4.6,1.0
CCOC(=O)C1CCCN(C(=O)Cn2cnc3c2c(=O)n(C)c(=O)n3C)C1 (configuration not stated),-14.9,-1.0
CC(=O)C1=C(O)C(=O)N(CCc2c[nH]c3ccccc23)C1c1ccco1 (configuration not stated),23.2,12.7
O=C(Cc1cccs1)N(Cc1cccs1)C1(C(=O)NC2CCCCC2)CCCCC1,6.9,4.6
O=C(C1CCCO1)N1CCN(Cc2nc3ccccc3c(=O)[nH]2)CC1 (configuration not stated),2.4,-0.3
O=C(Cc1sc(-c2ccccc2Cl)nc1-c1ccccc1)Nc1ccc(F)cc1,18.1,13.4
CCOc1ccccc1C(=O)N1CCOCC1,4.3,30.0
CC(C)Cn1c(N)c(C(=O)COC(=O)c2cc(-c3ccco3)nc3ccccc23)c(=O)n(C)c1=O,-8.3,0.0
COc1ccc(C(=O)Nc2nc3ccc(S(C)(=O)=O)cc3s2)cc1,6.2,2.2
Cc1ccc(-c2cc(C)nc3nc(N)nn23)cc1,3.3,-3.7
CCN(CCC(=O)Nc1ccc(Br)c(C)c1)Cc1ccccc1,7.9,-0.4
COc1cccc(NC(=O)COc2ccc(C)cc2)c1,4.5,-14.3
CCOc1ccc(S(=O)(=O)Nc2ccccn2)c2ccccc12,-0.1,-6.4
CCOC(=O)c1cc2c(ccn2C)n1CC(=O)N1CCC(Cc2ccccc2)CC1,0.7,-5.4
O=C(NCc1ccc(N2CCCC2=O)cc1)NC1CCCCC1,-4.3,-0.8
Cc1nnc(NC(=O)Cn2cnc3c2c(=O)n(C)c(=O)n3C)s1,3.5,-0.3
CCOc1ccc(-c2nnc(-c3cccs3)o2)cc1,-18.0,25.9
CC(C)Cn1cnc2sc3c(c2c1=N)CCCC3,2.7,-6.1
COc1ccc(N2CCN(c3ncnc4c3[nH]c3ccccc34)CC2)cc1,6.1,5.0
CCOc1ccccc1NC(=O)C1CCN(C(=O)NCc2ccccc2)CC1,-0.7,-5.9
CO/N=C(\Cn1ncc(N2CCCC2)c(Cl)c1=O)c1ccc(Cl)cc1,-16.1,-11.6

# (cont.)
SMILES,FXIIa inh,FXIa inh
O=C(Cn1c(=O)sc2ccccc21)Nc1ccccc1,3.1,3.4
CCOc1cc(C(N)=O)cc(Br)c1OCC,-12.6,-11.0
CN1CCOCCOCCN(C)C1=O,0.5,2.6
CCCCN1C(=O)C2NN=C(C(=O)OCC)C2C1=O (configuration not stated),-1.1,-4.7
O=C(Nc1ccc2c(c1)OCCO2)C1CCC1,5.8,0.5
CCN1CCN(c2cc(-c3ccccc3)nc3cc(-c4cccc(F)c4)nn23)CC1,-7.3,-2.1
CCN(CC)CC(=O)Nc1nc(-c2ccc(Cl)cc2)cs1,0.1,7.0
C=CCSc1nnc(NC(=O)COc2ccc3ccccc3c2)s1,3.3,-7.4
Cn1c(SCC(=O)N2CCOCC2)nnc1-c1cccc(NC(=O)c2ccccc2F)c1,-12.0,-12.3
CCOC(=O)/C(C#N)=C/c1cc(C)n(-c2ccc(Br)cc2)c1C,7.6,-10.3
Cc1cnc(C(=O)Nc2ccccc2-c2ccc(C)o2)cn1,2.5,9.9
CC[N+]1(CC)CC2=Cc3c(ccc4ccccc34)CC2C1 (configuration not stated),2.6,-10.1
CC(C)(C)c1ccccc1OCCOCCSc1ncccn1,3.8,-5.5
Cc1ccc(C(=O)Oc2ccc(C(=O)COC(=O)c3cnccn3)cc2)cc1,6.0,1.4
NS(=O)(=O)c1ccc(CCNC(=O)Nc2ccc(Cl)c(Cl)c2)cc1,4.5,-8.0
CCOC(=O)C1=C(C)OC(N)=C(C#N)C1c1cc(F)ccc1F (configuration not stated),-5.4,-0.9
Cc1nc2ccccc2c(=O)n1NC(=O)c1ccco1,-0.8,-2.4
COc1ccc(CN2CCN(S(=O)(=O)c3ccc(C)cc3)CC2)cc1Br,3.5,-1.4
O=C(Nc1nnc(-c2ccc(Cl)cc2)o1)NC1CCCCC1,18.5,-4.3
C=C(C)CNC(=S)/N=c1\scc(C)n1CC,9.4,-6.0
C=CCSc1nnc2c(n1)OC(c1ccccn1)N(C(C)=O)c1ccccc1-2 (configuration not stated),-11.8,14.5
CCn1c(SCC(=O)Nc2ccc3c(c2)OCCO3)nnc1-c1ccco1,6.4,0.5
Cc1ccc(CSc2nc3c(cc2C#N)CCC3)cc1,8.8,8.4
COc1ccc(CCNC(=O)c2ccc(=O)[nH]n2)cc1OC,-0.8,-8.3
COc1ccc(CN(CC2CCCO2)C(=O)CN2C(=O)C(C)Oc3ccc(C)cc32)cc1OC (configuration not stated),8.6,0.6

# Of the compounds above, these have an aryl methoxy group.
SMILES,FXIIa inh,FXIa inh
COc1ccc(-c2cc(-c3ccccc3)c(C#N)c(S(C)=O)n2)cc1 (configuration not stated),-23.5,-6.1
COc1ccc(C(=O)Nc2nc3ccc(S(C)(=O)=O)cc3s2)cc1,6.2,2.2
COc1cccc(NC(=O)COc2ccc(C)cc2)c1,4.5,-14.3
COc1ccc(N2CCN(c3ncnc4c3[nH]c3ccccc34)CC2)cc1,6.1,5.0
COc1ccc(CN2CCN(S(=O)(=O)c3ccc(C)cc3)CC2)cc1Br,3.5,-1.4
COc1ccc(CCNC(=O)c2ccc(=O)[nH]n2)cc1OC,-0.8,-8.3
COc1ccc(CN(CC2CCCO2)C(=O)CN2C(=O)C(C)Oc3ccc(C)cc32)cc1OC (configuration not stated),8.6,0.6

# New compounds follow
SMILES,FXIIa inh,FXIa inh
Cc1cnc(NC(=O)Cc2c[nH]c3ccccc23)s1,-12.5,26.7
CCOC(=O)c1sc(N(Cc2ccccc2)C(=O)CSc2ncn[nH]2)nc1C,3.5,0.5
CC(=O)c1ccc(NS(=O)(=O)Cc2ccc(Cl)cc2)cc1,8.9,3.8
Cc1cc(NC(=O)c2cc(-c3ccc(C)s3)nc3ccccc23)no1,-15.3,-4.2
Cc1ccc(OCC(=O)Nn2c(C)nc3ccccc3c2=O)c(C(C)C)c1,2.2,1.2
CCCCN(CC)C(=O)c1n[nH]c(=O)c2ccccc12,-1.7,0.7
Cc1c(Cc2ccc3c(c2)OCO3)sc(NC(=O)C(C)(C)C)c1C#N,0.8,3.6
CCOC(=O)CNC(=O)C1c2ccccc2C(=O)N(c2ccc(OC)cc2)C1c1ccc(OC)cc1 (configuration not stated),3.5,-8.9
Clc1ccc(Cl)c(-c2nn3c(COc4ccccc4)nnc3s2)c1,-16.6,2.4
O=C(N1CCOCC1)n1cnc2ccccc21,7.7,-0.4
Clc1cccc(Oc2cnns2)c1Cl,-14.1,-14.7
COC(=O)C1=CN(CC2CCCO2)C=C(C(=O)OC)C1c1ccsc1 (configuration not stated),-18.6,-12.1
CCN(CC)S(=O)(=O)c1cccc(C(=O)NC(Cc2c[nH]c3ccccc23)c2nnc3n2CCCCC3)c1 (configuration not stated),6.1,-0.9
O=C(O)CCC(=O)NCc1ccc(F)cc1,-13.6,24.7
Cc1oc(-c2cccs2)nc1CSCC(=O)NC1CC1,1.9,1.5
CCCCN(CC)C(=O)Cc1cn(C)c2ccccc12,4.6,-0.6
Cn1nc(-c2ccccc2)c(CSc2ccccc2)c1Cl,-4.0,-3.5
Cc1ccc(C(C)C)c(OCC(=O)Nc2ccc(N3CCN(S(C)(=O)=O)CC3)cc2)c1,3.9,2.2
CCn1c(SCC(=O)Nc2ccc(C)cc2)nnc1-c1ccc(O)cc1,4.2,1.4
CCN(C(=O)COC(=O)c1[nH]c(C)c(C(C)=O)c1C)C1CCS(=O)(=O)C1 (configuration not stated),6.3,-9.8
CC(=O)[C@@]1(O)CC[C@H]2[C@@H]3CCC4=CC(=O)CC[C@]4(C)[C@H]3CC[C@@]21C,7.4,3.0
Cc1ccc(Cn2nnc3c(=O)n(CC(=O)N4CCN(c5ccccc5)CC4)cnc32)cc1,-0.5,-1.5
Oc1ccc(-c2onc3ccc(Cl)cc23)cc1,4.5,-4.5
COc1ccc(OC)c(S(=O)(=O)Nc2ccc(Oc3ccccc3)cc2)c1,5.5,-0.3
N#Cc1c(-c2ccccc2)nc(N2CCOCC2)[nH]c1=O,5.3,-1.5

# Full records from above. Order of values: FXIIa inh, FXIa inh
# Cc1ccc(C(C)C)c(OCC(=O)Nc2ccc(N3CCN(S(C)(=O)=O)CC3)cc2)c1 is listed as 3.9, 2.2
# CCn1c(SCC(=O)Nc2ccc(C)cc2)nnc1-c1ccc(O)cc1 is listed as 4.2, 1.4
# CCOC(=O)c1sc(N(Cc2ccccc2)C(=O)CSc2ncn[nH]2)nc1C is listed as 3.5, 0.5
# Cn1nc(-c2ccccc2)c(CSc2ccccc2)c1Cl is listed as -4.0, -3.5

# Other structures.
SMILES,FXIIa inh,FXIa inh
COc1cc(/C=C(\C#N)c2[nH]nc(N)c2C#N)cc(OC)c1O,9.6,-3.2
O=C(c1cccs1)n1cc(C(=S)N2CCOCC2)c2ccccc21,3.4,-1.3
CCCC(=O)Nc1ccc(C(=O)NCC2CCCO2)cc1 (configuration not stated),3.8,1.1
N#CCN1CCN(CCC(=O)Nc2ccc(OCc3ccccc3)cc2)CC1,5.9,2.3
COc1ccc(C2CCCN2C(=O)Nc2ccc(Cl)cc2)cc1OC (configuration not stated),8.7,-2.8
CCCN(C(=O)Cc1nc(N)n[nH]1)C1(C(=O)Nc2ccccc2C)CCCCC1,3.0,-8.5
CCOC(=O)N1CCN(C(=O)CSc2nc3c(cnn3-c3ccccc3)c(=O)[nH]2)CC1,8.1,5.6
NC(N)=NC(=O)c1nc(Cl)c(N)nc1N,5.8,-2.6
CC(C)NS(=O)(=O)c1ccc(OCC(=O)NCC2CCCO2)c(Cl)c1 (configuration not stated),8.2,-2.8
Cc1ccc(OCCCC(=O)Nc2ccc(S(=O)(=O)Nc3cc(C)on3)cc2)cc1,-15.1,1.5
N=c1c(-c2nc3ccccc3[nH]2)cc(C(=O)c2cccs2)nn1-c1ccccc1,6.0,-0.5
S=C(N=Nc1ccccc1)NNc1ccccc1,-8.9,-14.8
Cc1ccc(S(=O)(=O)N2CCCC(c3nc(-c4ccc(C)o4)no3)C2)cc1 (configuration not stated),6.8,-5.1
CCN(CC)CCC(=O)Nc1ccc2c(c1)N(C(=O)CN(CC)CC)c1ccccc1CC2,1.1,6.2
Cn1c[n+](C)cc1/C=N/O,5.8,-3.1
O=C(Nc1cccc2nsnc12)c1ccc2c(c1)OCO2,1.4,4.1
COC(=O)c1ccc(C(=O)OC)c(NC(=O)CN2CCN(c3ccc(OC)cc3)CC2)c1,12.3,-3.4
CC(C)CC(=O)Nc1ccc(S(=O)(=O)NCc2ccco2)cc1,13.9,-10.9
Cc1ccc(NC(=O)CSc2nc3ccccc3c3nc(CCc4c(C)n[nH]c4C)nn23)cc1F,7.5,3.2
CCC(C)NC(=O)c1cc(Cl)ccc1OC (configuration not stated),0.1,-3.0
CCOC(=O)C1=NN(c2ccccc2C)C2=NC(C)=C(C(=O)OC)C(c3cccs3)N12 (configuration not stated),3.5,1.7
O=C(CSc1nc2ccccc2o1)NCCOc1ccccc1,1.4,5.7
CCN(/C=N/c1sc2c(c1C#N)CC(C)(C)NC2(C)C)CC,8.2,-1.4
Cc1ccc(S(=O)(=O)CCc2nnc(N)s2)cc1,-18.4,15.7
CCC(C)NS(=O)(=O)c1ccc(OCC(=O)Nc2ccc3c(c2)OCO3)cc1 (configuration not stated),14.4,-1.5

# Additional records.
SMILES,FXIIa inh,FXIa inh
COc1ccc(S(=O)(=O)N2CCC(C(=O)N3CCCCC3)CC2)cc1Cl,-1.2,-6.9
COc1cc(OC)cc(C(=O)NC2CCN(CC(=O)Nc3cccc4ccccc34)CC2)c1,6.6,-5.3
COC(=O)C(C)N1C(=O)S/C(=C/c2cc(C)n(-c3ccccn3)c2C)C1=O (configuration not stated),4.7,-4.7
CCOC(=O)COc1ccc(S(=O)(=O)NCCC2=CCCCC2)cc1,2.7,4.0
Cc1nnn(C23CC4CC(CC(C4)C2)C3)n1,4.5,-2.3
O=c1[nH]cnc2sc(-c3ccccc3)cc12,6.2,3.6
Cn1ncc(C#N)c1NC(=O)c1cc(-c2ccccc2Cl)on1,-3.2,-7.3
CC(C)OC(=O)CC12CN(C)CC(CC(=O)OC(C)C)(CN(C)C1)C2=O,5.9,3.1
COc1ccc(-c2nn(CC(=O)N3CCCCC3)c(=O)c3ccccc23)cc1,5.7,-2.0
Cc1ccccc1N(CC(=O)N1CCN(c2ccccc2)CC1)S(C)(=O)=O,-7.2,3.2
CCCn1nnc(NC(=O)c2ccc(OC)cc2)n1,-0.6,-3.5
c1ccc2c(c1)nc1n2CCN1CCNC1CCCCC1,-12.4,1.0
CCOC(=O)CCSc1nc(C)c2cc(OC)ccc2n1,-11.6,32.9
COC(=O)N1CC(c2ccccc2)CC1=O (configuration not stated),5.5,-1.6
O=C(c1cnccn1)N(c1ccccc1)C1(C(=O)NC2CCCC2)CCCCC1,2.8,6.7
CN(c1ccc(C(=O)Nc2ccc3c(c2)OCCO3)cc1)S(C)(=O)=O,3.5,10.3
Cc1ccc(N(C(C)C(=O)N2CCC(C)CC2)S(C)(=O)=O)cc1C (configuration not stated),7.2,1.4
Cc1csc(NC(=O)c2cccc(C)c2C)n1,-13.8,23.8
COc1cccc(NC(=O)COC(=O)c2c3c(nc4ccccc24)CCC(C)C3)c1 (configuration not stated),2.3,-4.4
CCCN1Cc2cccc(C(=O)N3CCN(c4ccccc4)CC3)c2C1=O,6.8,-0.5
CC(=O)N(c1c(C)n(C)n(-c2ccccc2)c1=O)C1(C(=O)NC2CCCCC2)CCCCC1,-17.5,32.0
COC(=O)C(C)N(C(=O)c1ccc(C(=O)c2ccccc2)cc1)c1c(C)cccc1C (configuration not stated),1.5,8.9
COC(=O)/C(=C\Nc1ccc(Cl)cc1Cl)NC(=O)c1ccc(Cl)cc1Cl,5.4,7.4
